# Screening results as filed in PubChem BioAssay.
# RmlC RmlD mix – inhibitors of RmlC and RmlD coupled enzymes; 110,000 compounds, 0.39% hits; RmlC/RmlD coupled enzyme inhibition, 384-well mixture HTS; inhibition, % at 5.5 µM; in the data active = inhibition above about 30%, passing the limit was not always enough; also: strong numbers were not always called active
# RT RNaseH block – inhibitors of HIV-1 reverse transcriptase RNase H. inhibition, % at 10 µM. 65,000 compounds, 1.9% hits. RT-RNase H RNA/DNA duplex cleavage, fluorescence; in the data active = inhibition above about 50%
# Active calls of the source: *; . = not tested or not shown. An excerpt (hit frequency here may not be typical).
SMILES,RmlC RmlD mix,RT RNaseH block
COc1ccc(CNC(=O)C(c2ccncc2)N(C(=O)Cc2cccs2)c2cccc(C)c2)cc1 (stereo unspecified),8,.
CN(C)c1ccc(/C=C/c2cc[n+]([O-])cc2)cc1,11,-10
CCCCN(C(=O)NC(=O)Nc1ccccc1C)S(C)(=O)=O,-6,-8
CCN(CC)c1ncnc2scc(C3COc4ccccc4O3)c12 (stereo unspecified),9,.
O=S(=O)(Cc1ccccc1)c1ccccc1-c1nnc(-c2ccccc2)o1,-13,.
COc1ccccc1NC(=O)Nc1ncccc1C,.,-28
Cc1ccc(-c2nc3c(=O)n(C)c4ccccc4c3o2)cc1,27,-4
Cc1cc(C)c(NC(=O)CS(=O)CC(=O)N2CCN(c3ccc(F)cc3)CC2)c(C)c1 (stereo unspecified),8,2
CCNS(=O)(=O)c1cc(Br)ccc1OC,-10,-17
O=C(NC1CCS(=O)(=O)C1)N1CCCCC1 (stereo unspecified),2,3
COc1ccc(N(CC(=O)Nc2ccc3c(c2)OCO3)S(=O)(=O)c2ccccc2)c(OC)c1,-6,2
COc1ccccc1N(C(=O)CNC(=O)c1ccco1)C(C(=O)NC1CCCC1)c1ccncc1 (stereo unspecified),45,.
O=C1CCC(/C=C/c2ccccc2)=NN1Cc1ccc(Cl)c(Cl)c1,-8,.
COc1cc(OC)c(C2=NOC(C(=O)NCCc3ccccc3)C2)cc1Cl (stereo unspecified),-9,.
CCC(C)NC(=O)CCc1c(C)nc2nc(-c3cc(OC)cc(OC)c3)nn2c1C (stereo unspecified),5,.
C=CCN(C(=O)CNC(=O)c1ccco1)C(C(=O)NC1CCCCC1)c1ccccc1F (stereo unspecified),0,5
O=C(COC(=O)C1COc2ccccc2O1)NC(=O)Nc1ccc2c(c1)OCCO2 (stereo unspecified),-2,51*
O=C(Nc1ccn(Cc2c(F)c(F)cc(F)c2F)n1)c1cccc(Cn2cc([N+](=O)[O-])cn2)c1,10,.
COc1ccccc1OCCSc1nc2ccccc2c(=O)[nH]1,6,-52
Cn1c(=O)oc2cc(S(=O)(=O)NCCC(=O)NCCc3ccc(Cl)cc3)ccc21,9,-16
CCOC(=O)CNc1nc(C#N)nc(N2CCOCC2)n1,65,2
CCc1sc(C(=O)Nc2ccsc2C(=O)OC)cc1Br,-5,4
Cc1ccccc1Nc1cc2ccccc2c(=O)[nH]1,4,-18
CCN(CC)C(=O)CN(c1ccc(C)cc1)S(=O)(=O)c1ccc(SC)cc1,-11,.
O=C(Cn1c(C(=O)NCC2CCCO2)cc2sccc21)c1ccccc1 (stereo unspecified),4,-6
CC1(OC(=O)C2CCCC2)C(=O)C=C2C=C(c3ccc(C#N)cc3)OC=C2C1=O (stereo unspecified),-13,.
N/C(CN1CCCC1=O)=N\O,-14,-5
CSc1sc(C(=O)O)c2c1C(=O)CC(C)(C)C2,-12,.
O=C(Nc1ccc(F)cc1)c1cn(-c2ccccc2)nc1-c1ccncc1,-5,.
COc1ccc(C(=O)CN2CCN(c3ccc(F)cc3)CC2)cc1OC,.,-15
O=C(Nc1ccc2oc(-c3ccncc3)nc2c1)c1ccccc1F,3,-11
Cc1ccc(OC(C)C(=O)Nc2ccc(S(=O)(=O)Nc3cc(C)on3)cc2)cc1 (stereo unspecified),-8,.
CCCC1=C(C(=O)OCC)C(c2ccc(NC(C)=O)cc2)NC(=O)N1 (stereo unspecified),10,-30
CCOC(=O)CNC(=O)CNC(=O)c1ccc(OCC(C)C)cc1,3,1
COc1ccc(-c2nnc3sc(C4CCCCC4)nn23)cc1OC,-6,-1
COCCn1c(SCC(=O)OC(C)C)nnc1-c1ccccc1,6,-9
O=C(NCCc1nc2ccccc2[nH]1)c1ccc(F)cc1,6,0
Cc1cccc(NC(=O)Cn2nnc(-c3ccc(CN4CCCC4)cc3)n2)c1C,5,18
COc1ccc(-c2c(C)nn3c(N4CCC(C(=O)N5CCCCC5)CC4)cc(C)nc23)cc1OC,8,-2
COc1cccc(NC(=O)CCCn2c(=O)[nH]c3ccccc3c2=O)c1,-98,-27
COC(=O)c1sc(N)c(C(=O)OC)c1COC(=O)c1c(C)noc1C,-6,-30
Cc1occc1-c1nnc(SCC(=O)Nc2nc(C(C)(C)C)cs2)o1,-7,.
CCc1nnc(NC(=O)c2cccc(S(=O)(=O)N3CC(c4ccccc4)CC3=O)c2)s1 (stereo unspecified),5,.
CCOc1ccc(N(C(C)=O)C2C=CS(=O)(=O)C2)cc1 (stereo unspecified),-12,-3
CN(C)S(=O)(=O)c1ccc2c(c1)c(=O)c(C(=O)NCCCN1CCCCCC1)cn2C,-7,-3
O=C(Nc1ccncc1)c1ccc2c(c1)OCCO2,.,4
O=C(Nc1ccon1)c1csc2c1CCCC2,-9,8
CC1CN(C2CCCCC2)c2nc3c(c(=O)[nH]c(=O)n3C)n2C1 (stereo unspecified),7,1
CCN(CC)CCN(C)Cc1ccc(Br)cc1,-2,.
COCc1cc(C)nc(N2CCN(Cc3ccccc3)CC2)c1C#N,4,.
O=C1CCCN1CCC1CCN(C2CC(=O)N(c3ccc(F)cc3)C2=O)CC1 (stereo unspecified),-11,27
CCC(=Nc1ccccc1NC(C)=O)c1c(O)n(C)c(=O)n(C)c1=O,-12,-6
CCc1ccc(-n2c(SCC(=O)Nc3cc(C)[nH]n3)nc3[nH]ncc3c2=O)cc1,12,-31
CCC(C)NC(=O)N[C@@H](CCSC)C(=O)O (stereo partly specified),-9,-9
O=C(CN(c1ccc(F)cc1)S(=O)(=O)c1ccc2c(c1)OCCO2)NCc1ccncc1,9,.
CCc1ccc(CCC(=O)Nc2nccs2)o1,-1,5
COCCCNC(=O)Cn1cc(C(C)=O)c2ccccc21,-4,-13
CCOc1ccccc1NC(=O)CSc1nnnn1-c1ccccc1,-9,.
COc1ccc(C(=O)Nc2cccc(OC)c2)cc1,-11,-2
Cc1cc(=O)n2c(-c3ccccc3C)n[nH]c2n1,-6,-2

# Single records, from the list above:
# `COc1ccc(CNC(=O)C(c2ccncc2)N(C(=O)Cc2cccs2)c2cccc(C)c2)cc1` (stereo unspecified) is listed as RmlC RmlD mix: 8; RT RNaseH block: .
# `CCOC(=O)CNc1nc(C#N)nc(N2CCOCC2)n1` is listed as RmlC RmlD mix: 65; RT RNaseH block: 2

# (cont.)
SMILES,RmlC RmlD mix,RT RNaseH block
CCOc1ccc(-n2c(N)c(C(=O)NCc3cccnc3)sc2=S)cc1,2,.
N/C(Cc1ccc([N+](=O)[O-])cc1)=N\OC(=O)C(c1ccccc1)c1ccccc1,-4,.
CNC(=O)c1cc2ccc(OC)cc2oc1=O,-6,-7
Cc1csc2nc(CNC(=O)C3CC=CCC3C(=O)O)cn12 (stereo unspecified),5,-7
C/C(=N/NC(=O)c1ccc(C)s1)c1cccc(NC(=O)COc2ccc(Cl)cc2C)c1,-5,.
Cc1ccc(S(=O)(=O)N2CC(=NO)C2)cc1,5,-7
Cn1c(CSCc2ccc(F)cc2)nnc1SCC(=O)Nc1nccs1,8,-6
COC(=O)/C=c1\sc2ncnn2c1=O,16,56*
O=c1nc2ccccc2c2n1CC(CN1CCN(c3ccccc3F)CC1)N2 (stereo unspecified),-15,.
CCN(C(=O)c1ccc(C(C)(C)C)cc1)c1nnc(Cn2nnc3ccccc32)s1,14,9
O=C(O)CCCCc1nc2ccccc2s1,-13,.
O=C(Nc1ccc2oc(-c3ccc(Cl)c(Cl)c3)nc2c1)c1ncn[nH]1,-5,.
COc1ccc(C(CC(=O)Nc2ccc(Cl)cc2F)NC(=O)C(F)(F)F)cc1 (stereo unspecified),17,.
c1cc(CNCCCN2CCOCC2)ccn1,5,.
CN1C(=O)C(C2(C#N)CCCCC2)C(=O)N(C)C1=O,21,-11
Cc1ccc(C(=O)C(C)Oc2cccc(NC(=O)c3ccco3)c2)cc1 (stereo unspecified),-7,.
COc1ccc(C(=O)Cc2cnn(-c3ccccc3)c2)c(O)c1,9,.
O=C(NCCc1ccccc1)c1ccc(=O)oc1,5,-5
O=C1CCCC2=C1C(c1ccc3c(c1)OCO3)c1c([nH]n(-c3ccccc3)c1=O)N2 (stereo unspecified),-4,19
O=C(NC1CCCCC1)c1ccc(Cn2cc(Cl)cn2)cc1,1,.
CCCN1CN(Cc2ccco2)c2nc3ccccc3n2C1,2,-13
CCOC(=O)c1ccccc1N1C(=O)CSC1=S,-11,-22
CC1CC(=O)c2cnc(Nc3cccc(C(F)(F)F)c3)nc2C1 (stereo unspecified),-1,10
CC(C)c1nnc(SCC(=O)N2CCOCC2)n1C,-3,.
COc1ccccc1NC(=O)CCN1CCCCCC1,11,-9
Cc1nc2ncnn2c(C)c1CCC(=O)N1CCN(Cc2ccccc2)CC1,-7,.
Cc1csc(NC(=O)CSc2nnc(-c3ccccc3)o2)n1,15,.
O=[N+]([O-])c1ccccc1OCCCN1CCOCC1,-6,.
Cc1ccc(S(=O)(=O)N2CCCC2C(=O)OCC(=O)Nc2ccc3c(c2)OCO3)cc1 (stereo unspecified),4,-18
CCc1cc(=O)oc2cc(C)c3c(C)coc3c12,-42,-28
CC(=O)Nc1ccc(OC(=O)c2ccco2)cc1,-15,.
Cn1c(CNC(=O)Nc2ccccc2)nnc1SCc1ccccc1,1,0
Cc1cc2cc(CNC(=O)c3ccco3)ccc2n1C,-10,0
COC(=O)c1ccc(-n2nnnc2SCC(=O)NCc2cccc(C(=O)O)c2)cc1,-11,-4
COC(=O)c1ccc(OC)c(CSc2nnc(COc3cccc(C)c3)o2)c1,3,5
Fc1cc2nc(-c3ccncc3)[nH]c2cc1F,.,-4
Cc1ccccc1NC(=O)c1sc2nc3c(c(-c4ccco4)c2c1N)CCCC3,2,.
COc1ccc(C(=O)N2CCCC2)cc1S(=O)(=O)N1CCOCC1,-6,-1
O=C(COc1ccccc1CNCc1ccccc1)Nc1ccccc1,-8,.
Cc1[nH]n(-c2ccccc2)c(=O)c1/C=N/NC(=O)c1cccc([N+](=O)[O-])c1,-8,.
O=C(Nc1ccccc1N1CCCCC1)c1cccc(F)c1,7,-97
OCc1cn(-c2ccccc2)nc1-c1cccnc1,2,-11
CCOC(=O)c1nnn(CC(=O)Nc2cc(F)ccc2F)c1C(=O)OCC,-18,1
CCOc1cc(N2CCOCC2)c(OCC)cc1NC(=O)c1nc2nc(C)cc(C)n2n1,.,4
Cc1ccccc1N(C)S(=O)(=O)c1ccc2[nH]cc(C(=O)NCC3CCCO3)c(=O)c2c1 (stereo unspecified),-4,10
COc1cc(C(=O)OCC(=O)N(C)Cc2ccccc2)cc(OC)c1OC,6,-5
COCCn1c(Sc2ccc(C)cc2)nc2c1c(=O)[nH]c(=O)n2C,14,-12
Cc1ccccc1NC(=S)NC(C)C(c1cccs1)N1CCOCC1 (stereo unspecified),-9,.
O=C(NCCCn1ccnc1)c1noc2c1CCc1ccccc1-2,1,-4
O=C(Cc1cc(=O)[nH]c(=O)[nH]1)NCC1CCCO1 (stereo unspecified),-5,5
Cc1cc(C)nc(SCC(=O)OCN2C(=O)c3ccccc3C2=O)n1,-10,-32
O=C1OCCN1C(=O)[C@H]1[C@H](c2ccc(Cl)cc2)C(c2cccc(Cl)c2)=NN1c1ccccc1,-240,.
CSc1nc2c(c(-c3ccc(O)cc3)c1C#N)CCC2,6,-37
Cc1cccc(CN2CCN(Cc3ccc(Cl)cc3)CC2)c1,-10,.
CCOC(=O)c1c(NC(=O)COC(=O)c2c(C)noc2C)sc2c1CCC2,-5,4
CC/C=C\[C@H](O)[C@H](O)C1=C(C)C(=O)[C@]2(O1)C(=O)N[C@@](OC)(C(=O)c1ccccc1)C2O (stereo partly specified),-13,.
COC(=O)C1=C(c2cc3ccccc3s2)C[C@@H]2CC[C@H]1N2C(=O)N1CCOCC1,7,.
COc1ccc(C(=O)/C(=C\c2ccco2)N2C=CC=CC2=C(C#N)C#N)cc1,15,.
CC(C)OCCCNC(=O)CCN1C(=O)COc2ccccc21,-16,-2
CCOC(=O)NNC1CC(=O)N(c2ccc(OC)cc2)C1=O (stereo unspecified),-15,.
# Next results
SMILES,RmlC RmlD mix,RT RNaseH block
CCn1nnnc1Oc1ccc(Cl)cc1,-12,-6
COc1ccc(C2C(C(=O)Nc3ccccn3)=C(C)Nc3ncnn32)c(OC)c1 (stereo unspecified),11,-10
CCn1c(SCC(=O)c2ccc(OC)cc2)nnc1C(C)NC(=O)c1ccc(OC)cc1 (stereo unspecified),-9,8
O=S(=O)(c1ccccc1)c1cccc(S(=O)(=O)N2CCCCC2)c1,7,-22

# Gathered by group: those above containing an aryl thioether with sulfur outside any ring.
SMILES,RmlC RmlD mix,RT RNaseH block
COc1ccccc1OCCSc1nc2ccccc2c(=O)[nH]1,6,-52
CCN(CC)C(=O)CN(c1ccc(C)cc1)S(=O)(=O)c1ccc(SC)cc1,-11,.
CSc1sc(C(=O)O)c2c1C(=O)CC(C)(C)C2,-12,.
COCCn1c(SCC(=O)OC(C)C)nnc1-c1ccccc1,6,-9
Cc1occc1-c1nnc(SCC(=O)Nc2nc(C(C)(C)C)cs2)o1,-7,.
CCc1ccc(-n2c(SCC(=O)Nc3cc(C)[nH]n3)nc3[nH]ncc3c2=O)cc1,12,-31
CCOc1ccccc1NC(=O)CSc1nnnn1-c1ccccc1,-9,.
Cn1c(CSCc2ccc(F)cc2)nnc1SCC(=O)Nc1nccs1,8,-6
CC(C)c1nnc(SCC(=O)N2CCOCC2)n1C,-3,.
Cc1csc(NC(=O)CSc2nnc(-c3ccccc3)o2)n1,15,.
Cn1c(CNC(=O)Nc2ccccc2)nnc1SCc1ccccc1,1,0
COC(=O)c1ccc(-n2nnnc2SCC(=O)NCc2cccc(C(=O)O)c2)cc1,-11,-4
COC(=O)c1ccc(OC)c(CSc2nnc(COc3cccc(C)c3)o2)c1,3,5
COCCn1c(Sc2ccc(C)cc2)nc2c1c(=O)[nH]c(=O)n2C,14,-12
Cc1cc(C)nc(SCC(=O)OCN2C(=O)c3ccccc3C2=O)n1,-10,-32
CSc1nc2c(c(-c3ccc(O)cc3)c1C#N)CCC2,6,-37
CCn1c(SCC(=O)c2ccc(OC)cc2)nnc1C(C)NC(=O)c1ccc(OC)cc1 (stereo unspecified),-9,8
